Bioassay records deposited in PubChem BioAssay by National Center for Advancing Translational Sciences (NCATS).
PKM2 activator = activators of human pyruvate kinase M2. P14618. hit rate 0.34% among 260,000. Potency, µM (series often up to 57.5 µM), without a hit: at the highest dose activation, hits mostly activators. purified PKM2, Kinase-Glo ATP luminescence, activation; response scale: 0% is enzyme alone, no compound. AID 1631; note: potency is the fitted concentration of half-maximal effect; nearly all actives have a fitted effect of over 55% in size
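Purified hPK-M2 (>95%) run at intermediate activity with 0.1 mM ADP and 0.5 mM PEP in 50 mM imidazole pH 7.2, KCl, MgCl2; 1 h room temperature. ATP formed read by Kinase-Glo luminescence; normalized to uninhibited and no-enzyme controls.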
KCNH2 3.1 inh = blocks the human KCNH2 3.1 channel isoform | U2OS KCNH2 3.1, thallium flux FluxOr; hits give low values | activity change, % (tested at about 1.8 µM) | hit rate 0.95% among 340,000 | AID 720553;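 active = maximum activity change below -70%; inconclusive = maximum activity change from -70% to -50%; inactive = maximum activity change above -50%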;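 note: thallium influx rate constant from kinetic fluorescence after stimulation buffer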
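U2OS cells transduced with KCNH2 3.1 mutant virus (1.77 x 10^8 /mL, 4 h), plated overnight at 37 C, loaded 45 min with FluxOr dye plus Red40 quencher. Thallium flux rate constant from kinetic reads after stimulation buffer, normalised to controls.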
KCNH2 WT inh = KCNH2 (human, wildtype) channel inhibition; U2OS, BacMam KCNH2, thallium flux FluxOr; hits give low values; activity change, % at 1.84 µM; hit rate 0.37% among 340,000; AID 720551;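 active = maximum activity change below -70%; inconclusive = maximum activity change between -70% and -50%; inactive = maximum activity change above -50%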
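U2OS cells were transduced with wild-type KCNH2 virus (2.03 x 10^8 / mL) for 4 h at room temperature, then cultured overnight at 37 C. Thallium flux was read with FluxOr dye. Rate constants were normalized to DMSO controls.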
FBPA coupling cs = coupling enzyme interference in Giardia aldolase counter-screen. coupling enzyme system counterscreen, AmpLite Red fluorescence. hit rate 0.67% among 290,000. activity change, negative = inhibition, % at 58.2 µM, hits read low; in the data active = activity change below about -30%
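Fluorescence at 525 nm excitation and 598 nm emission measured inhibition of the coupled detection system without aldolase. Compounds (at 57.5 uM final) were preincubated 10 min at room temperature with coupling enzyme reagent before a 20 min substrate/AmpLite Red step.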
B2AR arrestin = recruits beta-arrestin to the human beta2-adrenergic receptor. P07550. beta-arrestin recruitment to beta2AR, cell-based reporter. AID 492947. hit rate 0.02% among 330,000. Potency, µM (doses to about 46.1 µM), for inactives: at the top dose activation, usual class: activators;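 note: potency is the fitted concentration of half-maximal effect; 0% = DMSO controls and full agonism = EC100 isoproterenol or metaproterenol; nearly all actives have a fitted effect of over 65% in size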
Target sequence (P07550 whole entry, looked up): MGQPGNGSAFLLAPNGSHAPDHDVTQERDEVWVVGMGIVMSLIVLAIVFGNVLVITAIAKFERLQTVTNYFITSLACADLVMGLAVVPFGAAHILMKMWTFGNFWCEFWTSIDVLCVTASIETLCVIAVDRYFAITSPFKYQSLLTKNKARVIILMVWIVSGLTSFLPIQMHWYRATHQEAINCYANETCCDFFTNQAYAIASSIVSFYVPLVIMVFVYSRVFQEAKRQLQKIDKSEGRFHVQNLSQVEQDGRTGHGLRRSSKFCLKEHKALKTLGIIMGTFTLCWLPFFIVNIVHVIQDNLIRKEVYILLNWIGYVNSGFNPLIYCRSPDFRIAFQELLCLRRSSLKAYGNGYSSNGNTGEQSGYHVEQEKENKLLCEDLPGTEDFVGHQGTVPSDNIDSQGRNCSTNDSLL
GALK inh = blocks human galactokinase activity; Potency, µM (doses to about 57.5 µM), inactives show at the top dose activity change, negative = inhibition, most hits filed as inhibitors; P51570; Purified GALK, Kinase-Glo residual ATP luminescence; AID 1868; hit rate 0.007% among 270,000; note: potency is the fitted concentration of half-maximal effect
Target sequence (P51570 whole entry, looked up): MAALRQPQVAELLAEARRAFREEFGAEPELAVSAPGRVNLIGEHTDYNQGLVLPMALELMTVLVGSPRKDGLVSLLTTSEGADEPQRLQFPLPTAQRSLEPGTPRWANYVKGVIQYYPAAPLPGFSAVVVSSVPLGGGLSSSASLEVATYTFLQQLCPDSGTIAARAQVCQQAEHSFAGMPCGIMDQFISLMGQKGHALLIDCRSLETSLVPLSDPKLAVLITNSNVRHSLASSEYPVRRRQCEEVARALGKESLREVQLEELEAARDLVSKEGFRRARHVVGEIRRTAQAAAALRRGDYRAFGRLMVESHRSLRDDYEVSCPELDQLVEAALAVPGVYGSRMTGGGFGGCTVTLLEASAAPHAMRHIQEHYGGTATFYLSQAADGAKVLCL
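Human GALK (5 nM) with 35 uM ATP and 100 uM galactose in 20 mM HEPES pH 8.0, 5 mM MgCl2, 60 mM NaCl, 1 mM DTT, 0.01% BSA. After 1 h at room temperature, leftover ATP was read by Kinase-Glo Plus luminescence.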
USP2a block = blocks human ubiquitin-specific protease USP2a | USP2 core, Ub-CHOP2 coupled fluorogenic reporter, 485/531 | hit rate 0.01% among 330,000 | AID 463254 | O75604 | Potency, µM (top dose mostly 38.3 µM), for inactives: at the highest dose activity change, negative = inhibition, hits mostly inhibitors;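 note: potency is the fitted concentration of half-maximal effect; plate controls were DMSO wells for no effect and full inhibition by NEM control for full effect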
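Cell-free coupled assay: 10nM USP2 core preincubated 30min RT with compound in Tris-HCl pH 8.0/CaCl2/CHAPS buffer, then 25nM Ub-CHOP2 and 25nM reporter substrate; fluorescence (Ex 485/Em 531) read after 60min RT, normalized to NEM inhibition, concentration-response curves fitted.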
BCR signal inh = blocks chronic active B-cell receptor signaling | Potency, µM (doses to about 46.1 µM), for inactives: at the highest dose ratio change, negative = lower green/red ratio, usual class: inhibitors | hit rate 0.05% among 340,000 | ABC-DLBCL IkBa-CBG/CBR reporter, luminescence ratio, 4 h | AID 493014; active = well fitted inhibition curve with a large enough effect in the signal ratio, with a control signal flat, not every such curve was filed as active; inconclusive = small, poorly fitted or top-dose-only effect, or effect the other way, or a change in a side signal; the % refers to the signal ratio;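 note: potency is the fitted concentration of half-maximal effect; plate controls were basal doxycycline-induced cells for no effect and cells given 10 µM MG132 for full effect; MG132 reads +100%, hits lower the ratio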
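Compounds up to 46 uM were incubated four hours with TMD8 cells whose green CBG68 luciferase is fused to IkappaBalpha; red CBR luminescence normalised the signal, and concentration-effect curves were fitted to fusion, red and ratio data.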
Giardia kill = Giardia lamblia killing; Giardia lamblia trophozoite viability; activity change, % at 7.66 µM, hits read low; hit rate 0.15% among 340,000; AID 540267; in the data active = activity change below about -80%; inconclusive = between about -30% and that limit;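 note: parasites exposed to compound for two days anaerobically before the ATP read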
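Each well holds 100 Giardia trophozoites and compound. After two days (48 hrs) at 37 deg C in anaerobic conditions, ATP is quantified by luminescence.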
uPA surface inh = cell surface uPA generation inhibition; Potency, µM (series often up to 38.3 µM), inactives show top-dose activity change, negative = inhibition, most hits filed as inhibitors; cell surface uPA generation assay, qHTS; hit rate 0.31% among 330,000; active = well fitted inhibition curve with a large enough effect; inconclusive = small, poorly fitted or top-dose-only effect; inactive = no such curve, though single readings can be large or run the other way; tested in mouse RAW 264.7 cells; note: potency is the fitted concentration of half-maximal effect; nearly all actives have a fitted effect of over 55% in size
Eya2 inh = blocks the phosphatase activity of human Eya2; O00167; recombinant Eya2, OMFP fluorescence dephosphorylation (OMFP is methylfluorescein phosphate); AID 488837; hit rate 0.006% among 330,000; Potency, µM (highest dose often 76.9 µM), inactives show at the top dose activity, negative = inhibition, most hits filed as inhibitors; note: potency is the fitted concentration of half-maximal effect
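Eya2 (0.2 uM) preincubated 10 min at ambient with compound, then OMFP substrate added at 50 uM; 10 min reaction in 50 mM HEPES pH 7.5, 50 mM NaCl, 5 uM MgCl2, 0.05% BSA, 1 mM DTT. Fluorescence read at Ex 485/Em 525 nm.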
Numbers without * were called inactive; ? = inconclusive; . = no result given; [ ] = remark or other dose. Unless noted, calls come from the whole dose curve; as a rule, active = well fitted curve in the direction sought with a large enough effect; inconclusive = small, poorly fitted or top-dose-only effect, or another doubt; inactive = no such curve, though single readings can be large; an effect the other way counts as inactive or inconclusive. Unless noted, % is set by controls: 0 for no effect and ±100 for the full control effect. Outcome played no part in choosing rows, and some 2.4% of all compounds hit somewhere here.

SMILES	PKM2 activator	KCNH2 3.1 inh	KCNH2 WT inh	FBPA coupling cs	B2AR arrestin	GALK inh	USP2a block	BCR signal inh	Giardia kill	uPA surface inh	Eya2 inh
O=C(O)c1ccc(S(=O)(=O)N2CCC(Cc3ccccc3)CC2)cc1	0%[0.46 µM]	0	-9	14	0.3%	-4%	1%	-1%	-14	2%	-19%
CCn1cc(S(=O)(=O)NC(C)c2cc(OC)ccc2OC)cn1 (stereo not given)	2%	16	2	.	-0.7%	-2%	1%	-2%	-12	3%	17%
C/C(CC(=O)Nc1ccc(F)cc1)=N\NC(=O)COc1ccccc1	4%	.	-3	-3	0.1%	.	3%	0%	2	3%	3%
CC(C)(CNC(=O)c1ccc(Cl)c(S(=O)(=O)N2CCc3ccccc3C2)c1)N1CCOCC1	-1%	-12	7	1	-1.0%	5%	-1%	-1%	0	-3%	12%
COc1ccc(-n2cc(CNCCN3CCOC3=O)c(-c3ccccc3Cl)n2)cc1	1%	3	-4	0	-0.7%	-2%	0%	-3%	9	-19%	15%
O=C(Cc1n[nH]c(=O)c2ccccc12)OCC(=O)c1ccc2c(c1)OCCO2	-3%	2	3	3	0.0%	7%	2%	?	11	-7%	-11%
COCCN(C(=O)Cc1ccc(OC)c(OC)c1)c1nc(-c2cc(OC)ccc2OC)cs1	6%	0	3	-1	-0.2%	1%	3%	?	8	18%	-6%
CCN(C[C@H]1N[C@@](CC)(C(=O)OC)[C@H]2C(=O)N(Cc3ccccc3)C(=O)[C@@H]12)S(=O)(=O)c1ccc(F)cc1	.	.	2	.	-1.1%	.	0%	0%	3	-3%	-13%
O=C(Nc1ccccn1)C1CCN(C(=O)c2ccc(F)cc2)CC1	.	7	9	.	-0.6%	.	1%	3%	-6	1%	-18%
COc1ccc(S(=O)(=O)N(C)CC(=O)NCCN2CCOCC2)cc1	.	2	5	3	0.3%	12%	0%	-11%	-11	2%	7%
COC(=O)c1ccccc1NC(=O)C1COc2ccccc2O1 (stereo not given)	7%	6	-24	5	0.1%	-1%	0%	-9%	-12	-2%	-33%
CCOC(=O)c1cccc(NC(=O)CCNS(=O)(=O)c2cc(Br)cnc2N)c1	.	6	6	-2	-0.2%	0%	4%	2%	?	2%	6%
COc1ccc(C(=O)N2N=C(c3ccccc3)CC2(O)C(F)(F)F)cc1 (stereo not given)	-3%	9	2	0	-0.2%	1%	-2%	0%	7	-2%	-18%
CCOC(=O)CSc1nc2c(sc(=S)n2Cc2ccco2)c(=O)n1-c1ccccc1	-4%	-9	20	-2	-0.2%	3%	1%	18%	2	.	13%
COc1ccc(CCNC(=O)c2cc3sccc3n2C)cc1OC	-1%	3	13	-3	0.2%	7%	-1%	2%	-4	12%	-5%
C=CC[C@@H](CC(=O)N(CCO)Cc1ccccc1)C(=O)N[C@H](C)COC(=O)[C@@H](CC=C)Cc1ccc(F)cc1	.	.	.	.	0.4%	.	-3%	?	8	-1%	-3%
COc1cccc(NC(=O)Cn2c(=O)n(C)c(=O)c3sc4c(c32)COC(C)(C)C4)c1	.	-1	-29	.	-0.6%	6%	0%	-23%	-19	8%	-7%
c1ccc(C2=Nc3cccnc3C(c3ccccc3)=NN2)cc1	15%	-2	7	2	0.0%	5%	1%	-3%	-10	-5%	-8%
COCCNC(=O)C1CCN(S(=O)(=O)c2c(C)noc2/C=C/c2cccs2)CC1	2%	-27	1	3	-0.2%	3%	-1%	-2%	-5	1%	-14%
COCC(C)Nc1ncnc2c1cnn2-c1ccc(Cl)cc1 (stereo not given)	-2%	-12	5	-2	-0.2%	0%	2%	?	-4	-11%	-23%
CC(C)(C)NC(=O)c1cc2c(ccc3ccccc32)oc1=O	-2%	-5	0	0	0.1%	5%	0%	?	13	-3%	15%
CCn1cc(Br)c(C(=O)NC(=S)Nc2ccc(C(=O)OC)cc2)n1	0%	1	-9	5	-0.3%	1%	4%	-1%	-10	12%	4%
O=c1ccc(OCCOc2ccccc2)nn1-c1ccccc1	1%	7	4	2	0.1%	5%	-9%	?	4	2%	7%
COc1ccc(C)cc1S(=O)(=O)N(C)CC(=O)NCc1ccccn1	.	-19	15	3	-0.3%	9%	0%	-2%	4	3%	2%
Cc1ccccc1CSc1nnc(Cn2c(=O)sc3ccccc32)n1C	2%	5	-2	1	-0.6%	0%	0%	12%	-8	3%	-6%
O=[N+]([O-])c1ccc(CSc2nnc(SCc3ccc(Cl)cc3)s2)cc1	21%	-10	.	2	0.2%	-2%	-3%	-14%	-10	-15%	-4%
C[C@@H]1CC=C[C@@H]2[C@H]1C(=O)N(Cc1ccccc1)[C@H]2c1cccc(Br)c1	.	-10	-4	4	-0.2%	.	3%	2%	7	6%	8%
O=C(Nc1ccc(N=Nc2ccccc2)c(NC(=O)C2CCCO2)c1)C1CCCO1 (stereo not given)	-4%	6	0	2	-0.6%	0%	1%	?	-4	4%	-2%
CCOc1cc(/C=C2/C(=O)ON=C2C)cc(Br)c1O	.	-1	-11	-12	0.4%	-13%	2%	4%	-19	-14%	5%
CO/C=C/C#CC1(O)CCN(C)CC1	4%	-4	3	-1	-0.2%	11%	1%	6%	5	0%	19%
N#C/C(=C\c1ccccc1)c1n[nH]c(Cn2cncn2)n1	0%	-6	2	8	-0.9%	-4%	1%	18%	-19	-7%	-39%
Cc1cc(C)c(OCC(=O)OCC(=O)NNC(=O)c2ccccc2F)c(C)c1	.	0	-17	.	0.7%	.	4%	0%	-22	-1%	-20%
Cc1ccc(CN2CC(C(=O)Nc3ncc(C)s3)CC2=O)cc1 (stereo not given)	.	1	-5	.	-0.2%	.	3%	24%	-11	23%	3%
C/C(CS(=O)(=O)c1ccccc1)=N\O	0%	10	0	0	0.8%	-1%	1%	-1%	-17	4%	5%
Cc1ccc(C(C(=O)NC(C)(C)C)N(Cc2ccc3c(c2)OCO3)C(=O)c2ccc(CN3CCOCC3)o2)o1 (stereo not given)	1%	4	4	0	-0.3%	3%	0%	-1%	-3	4%	5%
Cc1cc(NC(=O)CSc2nnc(C3CC3)n2Cc2ccccc2)no1	-3%	-5	-2	2	-0.2%	1%	-3%	13%	-8	-4%	5%

Taken from the entries so far (10 entries):
SMILES	PKM2 activator	KCNH2 3.1 inh	KCNH2 WT inh	FBPA coupling cs	B2AR arrestin	GALK inh	USP2a block	BCR signal inh	Giardia kill	uPA surface inh	Eya2 inh
CC(C)(C)NC(=O)c1cc2c(ccc3ccccc32)oc1=O	-2%	-5	0	0	0.1%	5%	0%	?	13	-3%	15%
CCn1cc(Br)c(C(=O)NC(=S)Nc2ccc(C(=O)OC)cc2)n1	0%	1	-9	5	-0.3%	1%	4%	-1%	-10	12%	4%
O=c1ccc(OCCOc2ccccc2)nn1-c1ccccc1	1%	7	4	2	0.1%	5%	-9%	?	4	2%	7%
COc1ccc(C)cc1S(=O)(=O)N(C)CC(=O)NCc1ccccn1	.	-19	15	3	-0.3%	9%	0%	-2%	4	3%	2%
Cc1ccccc1CSc1nnc(Cn2c(=O)sc3ccccc32)n1C	2%	5	-2	1	-0.6%	0%	0%	12%	-8	3%	-6%
O=[N+]([O-])c1ccc(CSc2nnc(SCc3ccc(Cl)cc3)s2)cc1	21%	-10	.	2	0.2%	-2%	-3%	-14%	-10	-15%	-4%
C[C@@H]1CC=C[C@@H]2[C@H]1C(=O)N(Cc1ccccc1)[C@H]2c1cccc(Br)c1	.	-10	-4	4	-0.2%	.	3%	2%	7	6%	8%
O=C(Nc1ccc(N=Nc2ccccc2)c(NC(=O)C2CCCO2)c1)C1CCCO1 (stereo not given)	-4%	6	0	2	-0.6%	0%	1%	?	-4	4%	-2%
CCOc1cc(/C=C2/C(=O)ON=C2C)cc(Br)c1O	.	-1	-11	-12	0.4%	-13%	2%	4%	-19	-14%	5%
CO/C=C/C#CC1(O)CCN(C)CC1	4%	-4	3	-1	-0.2%	11%	1%	6%	5	0%	19%
